Vif-A3F inh – blocks the Vif interaction with APOBEC3F; AID 602313; actives 0.2% (n = 390,000); HeLa A3F-eYFP + Vif (tagged APOBEC3F with the HIV-1 protein that degrades it), YFP fluorescence increase; Potency, µM (series often up to 46.1 µM), without a hit: at the highest dose activity, negative = active; further: % of control where 0% means no effect; nearly all actives have a fitted effect of over 65% in size
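HeLa cells stably expressing A3F-eYFP plus Vif, plated and incubated overnight at 37 deg C, then exposed to compounds overnight at 37 deg C. Blocked degradation read as raised yellow fluorescence (Ex 488/Em 500-530).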
IDH1 R132H inh – blocks human mutant IDH1 R132H enzyme; O75874; IDH1-R132H enzyme, NADPH consumption, diaphorase/resazurin fluorescence; Potency, µM (top dose mostly 76.6 µM), for inactives: at the top dose activity change, negative = inhibition, usual class: inhibitors; actives 0.093% (n = 390,000); further: on the % scale 0 is the no-effect control and ±100 the full control effect; nearly all actives have a fitted effect of over 65% in size
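IDH1-R132H (0.5 ug/mL) preincubated 30 min with compound, then NADPH (0.016 mM) and alpha-KG (2 mM) added; 80 min at RT, pH 7.5. Remaining NADPH coupled via diaphorase/resazurin to fluorescence (540/590 nm); concentration-response curves normalized to no-enzyme control.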
Vif-APOBEC3G blk – blocks the Vif interaction with human APOBEC3G. Q9HC16. HeLa A3G-eYFP + Vif (tagged APOBEC3G with the HIV-1 protein that degrades it), YFP fluorescence, overnight. Potency, µM (series often up to 46.1 µM), without a hit: at the highest dose activity, negative = active, hits mostly inhibitors. actives 0.076% (n = 410,000). AID 602310;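 further: on the % scale 0 is the no-effect control and ±100 the full control effect; nearly all actives have a fitted effect of over 60% in size; hits raise eYFP signal because A3G escapes Vif-driven loss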
Target sequence (Q9HC16 whole entry, looked up): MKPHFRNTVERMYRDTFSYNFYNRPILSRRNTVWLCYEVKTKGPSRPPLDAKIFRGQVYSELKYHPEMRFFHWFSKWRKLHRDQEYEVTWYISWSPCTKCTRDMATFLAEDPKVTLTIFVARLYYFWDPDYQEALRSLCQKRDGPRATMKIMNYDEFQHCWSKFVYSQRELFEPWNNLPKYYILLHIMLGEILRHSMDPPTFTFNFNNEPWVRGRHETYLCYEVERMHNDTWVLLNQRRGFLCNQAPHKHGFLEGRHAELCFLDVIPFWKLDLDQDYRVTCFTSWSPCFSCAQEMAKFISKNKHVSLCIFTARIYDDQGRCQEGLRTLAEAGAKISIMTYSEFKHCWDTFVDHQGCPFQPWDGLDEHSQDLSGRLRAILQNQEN
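HeLa cells stably expressing Vif and C-terminally eYFP-tagged A3G, seeded overnight at 37 deg C, then exposed to compound by pintool overnight at 37 deg C. Rise in yellow fluorescence (Ex 488/Em 500-530, Acumen) marks blocked Vif-driven A3G degradation.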
RXFP1 agonist – agonists of human relaxin receptor RXFP1 | Potency, µM (doses to about 57.5 µM), inactives show at the top dose activation, most hits filed as activators | Q9HBX9 | actives 0.3% (n = 370,000) | HEK293T-RXFP1 cAMP TR-FRET, 30 min; response scale: percent of porcine relaxin response, buffer zero; further: on the % scale 0 is the no-effect control and ±100 the full control effect; nearly all actives have a fitted effect of over 60% in size; many of its hits are not listed in these tables
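cAMP rise read by TR-FRET after 30 min, 37C compound exposure (up to 58 uM) in RXFP1-transfected HEK293 cells with Ro 20174 present. EC50 from Hill-equation fits, with 29 nM porcine relaxin as 100% and buffer as basal.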
TrxR1 inh – blocks rat thioredoxin reductase 1; O89049; recombinant rTrxR1, NADPH fluorescence consumption, selenite substrate; Potency, µM (titrated, usually from 114 µM), without a hit: top-dose activity change, negative = inhibition, most hits filed as inhibitors; actives 1% (n = 390,000); further: on the % scale 0 is the no-effect control and ±100 the full control effect; nearly all actives have a fitted effect of over 65% in size
Target sequence (O89049 whole entry, looked up): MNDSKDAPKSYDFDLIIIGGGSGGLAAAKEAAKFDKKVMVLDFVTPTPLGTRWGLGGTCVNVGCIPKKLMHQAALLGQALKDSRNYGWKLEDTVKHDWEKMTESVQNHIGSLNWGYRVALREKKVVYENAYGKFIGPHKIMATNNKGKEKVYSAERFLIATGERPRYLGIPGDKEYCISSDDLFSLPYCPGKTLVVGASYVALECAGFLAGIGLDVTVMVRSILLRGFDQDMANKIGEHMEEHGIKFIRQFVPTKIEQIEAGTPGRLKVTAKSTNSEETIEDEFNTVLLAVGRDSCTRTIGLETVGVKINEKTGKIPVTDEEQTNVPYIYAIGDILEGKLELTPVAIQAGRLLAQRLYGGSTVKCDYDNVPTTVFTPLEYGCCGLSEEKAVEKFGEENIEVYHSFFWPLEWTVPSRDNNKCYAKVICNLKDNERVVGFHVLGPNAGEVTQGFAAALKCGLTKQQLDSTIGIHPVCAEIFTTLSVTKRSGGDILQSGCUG
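Rat TrxR1 (90 nM in the dispensed reagent) was pre-reduced with 400 uM NADPH for 5 min at room temperature, then incubated with compound for 15 min. After 400 uM selenite was added, NADPH fluorescence (Ex 340/Em 450 nm) was followed for 8 min.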
RGS4 inh – inhibitors of human regulator of G protein signaling 4 | P49798 | Transcreener GDP fluorescence polarization, RGS4-accelerated GTP hydrolysis | Potency, µM (top dose mostly 114 µM), without a hit: top-dose activity change, negative = inhibition, usual class: inhibitors | actives 0.039% (n = 390,000) | AID 504845; further: on the % scale 0 is the no-effect control and ±100 the full control effect; nearly all actives have a fitted effect of over 75% in size; some results filed as inactive show a strong effect at the top dose
Target sequence (P49798 whole entry, looked up): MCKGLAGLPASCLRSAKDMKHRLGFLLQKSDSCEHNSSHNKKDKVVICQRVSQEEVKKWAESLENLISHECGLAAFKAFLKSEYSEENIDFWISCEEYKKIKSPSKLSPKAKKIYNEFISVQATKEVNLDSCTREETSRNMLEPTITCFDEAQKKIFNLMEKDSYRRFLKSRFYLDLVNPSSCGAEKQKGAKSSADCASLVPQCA
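MLSMR compounds (23 nl, pin-transferred) preincubated 10 min at room temperature with a 500nM (2x) first reagent, then RGS4 at 900nM (2x) plus Transcreener GDP mix added; fluorescence polarization (620/688 nm) read before and after 90 min at 30 °C.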
USP1 inh – inhibitors of human USP1/UAF1 deubiquitinase | O94782 | recombinant USP1/UAF1, Ub-Rhodamine cleavage fluorescence | Potency, µM (series often up to 57.1 µM), inactives show at the highest dose activity change, negative = inhibition, usual class: inhibitors | actives 0.23% (n = 390,000); further: on the % scale 0 is the no-effect control and ±100 the full control effect; nearly all actives have a fitted effect of over 60% in size; inactives centre near -12
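USP1/UAF1 complex at 1 nM was preincubated with compound for 15 min at room temperature, then Ub-Rho substrate (150nM final) was added. Fluorescence (480/540 nm) was read kinetically, 6 reads every 60 seconds.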
TrxR1 substrate – is turned over as a substrate by rat TrxR1. O89049. purified TrxR1 substrate turnover, NADPH consumption readout. Potency, µM (doses to about 114 µM), without a hit: at the top dose activity change, negative = substrate turnover. actives 0.01% (n = 390,000). AID 588456; further: on the % scale 0 is the no-effect control and ±100 the full control effect; nearly all actives have a fitted effect of over 50% in size
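Rat TrxR1, dispensed at 90 nM, was prereduced with 400 uM NADPH (final) for 5 min at ~22 deg C, then incubated with compound 15 min before 400 uM selenite. A first-read NADPH fluorescence drop versus no-compound background flagged substrates.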
12-LOX inh – blocks human arachidonate 12S-lipoxygenase; P18054; purified 12hLO, xylenol orange hydroperoxide absorbance; Potency, µM (doses to about 108 µM), inactives show at the highest dose activity change, negative = inhibition, actives largely listed as inhibitors; actives 1.1% (n = 580,000); AID 1671190; further: on the % scale 0 is the no-effect control and ±100 the full control effect
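Purified human 12hLO at 150 nM in 25 mM Hepes, 0.01% Triton X-100, pH 7.0, preincubated 15 min at room temperature with compound. Reaction started with 40 uM arachidonic acid, 30 min at room temperature. Hydroperoxide measured by Fe-xylenol orange, 573/405 nm absorbance ratio.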
Starred values were filed as active, the others as inactive; ? = inconclusive; nt = not tested or not shown; & = joins results of further samples; [ ] = dose if it differs, or a comment. The call rests on the fitted dose curve; in most records, active means well fitted curve in the direction sought with a large enough effect; inconclusive means small, poorly fitted or top-dose-only effect, or another doubt; inactive means no such curve, though single readings can be large; an effect the other way counts as inactive or inconclusive. Potency means the concentration at half of the fitted maximal effect.

The line under a structure holds: Vif-A3F inh	IDH1 R132H inh	Vif-APOBEC3G blk	RXFP1 agonist	TrxR1 inh	RGS4 inh	USP1 inh	TrxR1 substrate	12-LOX inh
- CN(Cc1ccsc1)C(=O)Cn1cc(Br)ccc1=O
    1%	0%	1%	1.2%	-6%	-9%	-6%	-9%	-11%
- CC1(C)CC(=O)C(C2(O)C(=O)N(Cc3ccccc3)c3ccccc32)CO1 (stereo not drawn)
    0%	10%	0%	1.1%	-18%	-9%	-11%	-4%	-12%
- O=C(CCCc1nc(-c2ccccc2)no1)Nc1cc(C(F)(F)F)cc(C(F)(F)F)c1
    -11%	12%	0%	-0.5%	11%	-3%	-11%	-17%	-19%
- COc1ccc(C(NC(=O)c2ccccc2F)NC(=O)c2ccccc2F)cc1
    10%	-1%	0%	-0.1%	5%[57.1 µM]	0%	-3%	5%[57.1 µM]	5%
- CCc1nn(CCCC(=O)NCc2ccccc2Br)c(=O)c2cc3occc3n12
    5%	3%	2%	1.2%&1.3%	23%&4%	-14%&7%	-23%&9%	6%&2%	-3%&-20%
- CCN(C(=O)c1cc2c(C)nc3ccccc3c2o1)c1cc(Cl)ccc1OC
    -8%	33µM*	-11%	0.2%	3%	4%	-15%	-6%	-17%
- O=C1CCCN1c1ccc(S(=O)(=O)NCCc2ccc(Cl)cc2)cc1
    -19%	0%	3%	0.5%	0%	-17%	-3%	-6%	18%
- O=[N+]([O-])c1ccccc1OCCCOc1cccc2cccnc12
    -17%	19%	-10%	-2.5%	14%	-18%	-22%	-4%	21%
- C[C@@H]1CN([C@@H](C)CO)C(=O)CCCn2nncc2CO[C@@H]1CN(C)C(=O)Nc1ccccc1F
    -7%	-4%	3%	nt	nt	nt	-20%	nt	7%
- Cc1csc(SCC(=O)N2CCCC2)n1
    -8%	4%	0%	1.3%	15%[57.1 µM]	-11%	1%	7%[57.1 µM]	12%
- Cc1ccnc2nc(C(=O)Nc3nccs3)nn12
    4%	3%	-1%	2.1%	-7%	-15%	-13%	-5%	?
- CC1CCCN(CC(=O)Nc2cccc([N+](=O)[O-])c2)C1 (stereo not drawn)
    -13%	8%	3%	2.1%	1%	38%	-4%	-1%	1%
- CCN(CC(=O)Nc1ccc(OC)cc1)C(=O)CCS(=O)(=O)c1ccc(C)cc1
    0%	6%	0%	1.3%	-21%	12%	-6%	-12%	8%
- CSC(=Nc1ccccc1)C1=C(O)COC1=O
    8%	5%	-1%	0.1%	-10%[57.1 µM]	19%	5%	4%[57.1 µM]	-3%
- COc1cc2c(cc1OC)C(c1ccc(Cl)cc1)CC(=O)N2 (stereo not drawn)
    -3%	-2%	-5%	1.6%	19%	-30%	-8%	-5%	0%

Remaining list, next part
The line under a structure holds: Vif-A3F inh	IDH1 R132H inh	Vif-APOBEC3G blk	RXFP1 agonist	TrxR1 inh	RGS4 inh	USP1 inh	TrxR1 substrate	12-LOX inh
- CCOC(=O)CSc1nc2c([nH]c3ccccc32)c(=O)n1-c1ccc(OC)cc1
    1%	5%	5%	-0.3%	0%[57.1 µM]	11%	-13%	1%[57.1 µM]	-15%
- CC(=O)OC(C)=O
    -3%	2%	2%	-0.9%	11%	-10%	?	-1%	-15%
- Cc1ccccc1C(C(=O)NC1CCCCC1)N(C(=O)CNC(=O)c1ccco1)c1cccnc1 (stereo not drawn)
    2%	5%	4%	-1.4%	12%[57.1 µM]	2%	-12%	-1%[57.1 µM]	7%
- CCN(CC(=O)Nc1ccccc1C(F)(F)F)C(=O)C1=COCCO1
    -4%	5%	1%	-0.3%	-5%	-1%	-11%	0%	-16%
- Cc1ccc(C)c(N2C(=O)CC(Cc3ccccc3)C2=O)c1 (stereo not drawn)
    -3%	-1%	1%	0.4%	15%	-19%	-12%	-4%	8%
- Cc1ccc(C(=O)/C=C\C(=O)c2ccc(C)cc2)cc1
    8%	-1%	-13%	2.2%	5µM*	?	-4%	7%	?
- O=C(Nc1ccc2c(c1)OCO2)C1CCCN(c2nc3ccccc3s2)C1 (stereo not drawn)
    -10%	11%	-3%	1.0%	18%	1%	-16%	3%	14%
- Cn1c(SCC(=O)Nc2ccc(Cl)cc2)nnc1C1CC1
    5%	0%	-1%	-0.1%	10%[57.1 µM]	-14%	-5%	12%[0.0914 µM]	8%
- O=C(O)c1cc2cc(Cl)ccc2oc1=O
    -6%	4%	-1%	-0.2%	0%	14%	-8%	1%	?
- CCOC(=O)C1(Cc2ccccc2Cl)CCN(Cc2csc(C(C)=O)c2)CC1
    -25%	38%[activator]	1%	1.4%	6%	24%	-7%	3%	5%
- O=C(O)c1cccc(NC(=S)N/N=C/c2c[nH]c3ccccc23)c1
    1%	-5%	-3%	-2.0%	-19%	-27%	-9%	-6%	?
- CCN(CC)CCNC(=O)CCc1n[nH]c(=O)c2ccccc12
    8%	1%	2%	1.2%	3%	-29%	0%	-1%	-11%
- Cc1ccc(C)c(S(=O)(=O)NCCCN2CCOCC2)c1
    2%	-6%	0%	0.9%	25%	-7%	-25%	7%	?
- Cc1cc(C)cc(OCCNC(=O)c2ccc(Br)cc2)c1
    ?	0%	2%	0.5%	10%	12%	-10%	0%	1%
- Cn1c(=O)[nH]c(=O)c2c1ncn2CCN1CCOCC1
    -5%	1%	-3%	5.2%	36%[activator][57.1 µM]	?	-4%	18%[57.1 µM]	-2%

Entries of single compounds from above:
Profile of Cc1ccc(C)c(S(=O)(=O)NCCCN2CCOCC2)c1 : Vif-A3F inh = 2%; IDH1 R132H inh = -6%; Vif-APOBEC3G blk = 0%; RXFP1 agonist = 0.9%; TrxR1 inh = 25%; RGS4 inh = -7%; USP1 inh = -25%; TrxR1 substrate = 7%; 12-LOX inh = ?
Profile of Cc1ccc(C(=O)/C=C\C(=O)c2ccc(C)cc2)cc1 : Vif-A3F inh = 8%; IDH1 R132H inh = -1%; Vif-APOBEC3G blk = -13%; RXFP1 agonist = 2.2%; TrxR1 inh = 5µM*; RGS4 inh = ?; USP1 inh = -4%; TrxR1 substrate = 7%; 12-LOX inh = ?

(more compounds)
The line under a structure holds: Vif-A3F inh	IDH1 R132H inh	Vif-APOBEC3G blk	RXFP1 agonist	TrxR1 inh	RGS4 inh	USP1 inh	TrxR1 substrate	12-LOX inh
- COc1cc(-c2cc(C(=O)Nc3ccccc3N3CCOCC3)c3ccccc3n2)cc(OC)c1OC
    4%	8%	-11%	0.4%	36%[57.1 µM]	4%	-19%	-13%[57.1 µM]	-18%
- O=C(NCc1ccco1)c1cnccn1
    4%	2%	0%	0.0%	-1%	30%	-2%	7%	?
- c1ccc(-n2nnnc2SCCCSc2nc3ccccc3s2)cc1
    -6%	0%	0%	0.3%	17%	-13%	-18%	6%	-5%
- C[C@H](O)[C@@H]1CN2CCc3c([nH]c4ccccc34)[C@@H]2C[C@@H]1N(C)C(=O)NC1CCCCC1
    ?	11%	-4%	nt	nt	nt	-17%	nt	?
- CC(=O)NCCc1nc2cc(NC(=O)COc3ccc(C)cc3)ccc2n1C
    1%	-1%	3%	-0.9%	-5%[57.1 µM]	-20%	-15%	8%[57.1 µM]	-8%
- FC(F)(F)c1nnc2sc(-c3ccco3)nn12
    -2%	-2%	0%	0.8%	-6%	-4%	-18%	-7%	-4%
- Cc1ccc(C)c2[nH]c(=O)c(CN(CCN3CCOCC3)Cc3nnnn3CC3CCCO3)cc12 (stereo not drawn)
    -6%	1%	-1%	1.9%	?	-16%	-6%	9%	-4%
- Cc1ccc(S(=O)(=O)c2cc(C)cc(S(=O)(=O)Nc3ccc(C(=O)O)cc3)c2C)cc1
    11%	-14%	4%	3.8%	18%[57.1 µM]	20%	-16%	9%[57.1 µM]	-31%
- COC(=O)c1cc2sc(C)cc2n1Cc1ccc(Br)cc1F
    nt	nt	nt	-0.7%	27%	22%	-19%	8%	?
- COc1cnc(-c2cccc(C(F)(F)F)c2)nc1OC
    -5%	3%	-7%	-0.4%	7%	1%	-18%	-6%	8%
- CCc1cc(=O)oc2c(C)c3c(cc12)CN(CCc1ccccc1OC)CO3
    2%	-5%	-10%	11%	9%	-32%	-22%	373%[activator]	-16%
- CCN(c1cccc(C)c1)S(=O)(=O)c1ccc2c(c1)N(C(C)=O)CCS2
    -9%	3%	-2%	3.2%	4%	28%[11.4 µM]	-9%	-2%	5%
- O=C(c1ccc2c(c1)OCCO2)C1CCN(C(=O)Nc2ccccc2F)CC1
    5%	-1%	-6%	-1.2%	-15%	4%	-10%	-8%	3%
- O=C(NCCN1CCOCC1)c1cccnc1SCc1ccccc1Cl
    -16%	-5%	-4%	-2.5%	2%	-15%	-18%	1%	-10%
- C=CCOC(=O)C1=C[C@H](c2coc3ccccc3c2=O)C[C@H](OCc2ccc(CO)cc2)O1
    -3%	6%	1%	-0.2%	21%	9%	-23%	3%	0%
- CCOc1ccc(N(CC)S(=O)(=O)N2CCCC(C(=O)Nc3cc(Cl)ccc3OC)C2)cc1 (stereo not drawn)
    3%	-5%	0%	-0.7%	15%	12%	-27%	-11%	-14%
- CN(C)S(=O)(=O)c1cccc(C(=O)OCC(=O)c2ccc3c(c2)NC(=O)CO3)c1
    1%	0%	0%	0.3%	3%	7%	5%	-5%	7%
- COC(=O)CSc1nnc(-c2cccc(O)c2)o1
    -14%	3%	2%	1.7%	21%[57.1 µM]	4%	-17%	3%[57.1 µM]	-29%

Screening data as filed in PubChem.

Some of the compounds tested (hit frequency here may not be typical).
